MCF10A rereplic: induces DNA re-replication in MCF 10a normal breast cells; MCF 10A DNA re-replication, Hoechst nuclear intensity, 48 h; Potency, µM (series often up to 46.1 µM), for inactives: at the highest dose activity, positive = re-replication, most hits filed as activators; 2.9% of 350,000 active; also: % of control where 0% means no effect; nearly all actives have a fitted effect of over 50% in size
A549 tox: A549 cytotoxicity, counter-screen for Nrf2 inhibitors; A549 ARE-Fluc cells, CellTiter-Fluor viability, 18-24 h; Potency, µM (doses to about 46 µM), for inactives: at the highest dose activity change, negative = cytotoxicity, usual class: inhibitors; 0.16% of 390,000 active; also: % is scaled to controls: 0 for no effect and ±100 for the full control effect
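A549 ARE-Fluc cells in 5% FBS OPTI-MEM, 5000 cells/well, rested 2 h then exposed to compounds in concentration-response for 18-24 h at 37 °C. Viability by CellTiter-Fluor fluorescence (Ex 405/Em 525) after 30 min; luciferase luminescence (BugLite, 15 min, RT) read afterwards.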
TGFb inhibitor: inhibitors of TGF-b signaling | HepG2 CAGA-GFP TGF-b/SMAD3 reporter, GFP fluorescence, 18 h; TGF-beta stimulated, 500 pg/mL final | Potency, µM (titrated, usually from 46.1 µM), for inactives: at the highest dose activity, negative = inhibition, most hits filed as inhibitors | 1.2% of 410,000 active | AID 588855; also: % is scaled to controls: 0 for no effect and ±100 for the full control effect; nearly all actives have a fitted effect of over 65% in size
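Using HEPG2 CAGA-GFP reporter cells at 1000 cells/well, we pinned test compounds, stimulated with recombinant TGF-beta (500 pg/mL final) and measured total well GFP after 18 h.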
Nrf2 block: Nrf2 pathway inhibition. A549 ARE-Fluc reporter, luciferase luminescence, 18-24 h. Potency, µM (highest dose often 46 µM), for inactives: at the top dose activity change, negative = inhibition, actives largely listed as inhibitors. 2.1% of 360,000 active. AID 504444; also: % is scaled to controls: 0 for no effect and ±100 for the full control effect; nearly all actives have a fitted effect of over 60% in size
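Cells were seeded and rested 2 h, then exposed to compounds for 18-24 h. CellTiter-Fluor was read first as a viability measure. BugLite was added 15 min before the final luminescent read of ARE-luciferase activity in A549 cells.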
HepG2 tox: kills HepG2 cells in TGF-b inhibitor counter-screen; HepG2 CAGA-GFP viability, ATP luminescence, 18 h; Potency, µM (top dose mostly 46.1 µM), without a hit: at the highest dose activity change, negative = cytotoxicity, hits mostly cytotoxic; 0.76% of 410,000 active; AID 588856; also: some results filed as inactive show a strong effect at the top dose
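CellTiter-Glo luminescence gave cytotoxicity after 18 hours at 37 degrees C. The cells were HepG2 CAGA-GFP in 1% FBS DMEM, stimulated with 500 pg/mL TGF-beta after compound addition. %Activity was normalised to no-cell wells (complete cell-killing) and DMSO (no toxicity), and curves were fitted and classified.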
Nrf2 ARE act: activators of Nrf2 (ARE) signaling; Potency, µM (series often up to 46.1 µM), inactives show at the highest dose activation, usual class: activators; AREc32 ARE-luciferase reporter (MCF7-derived line), luminescence, 24 h; 0.31% of 410,000 active; also: % of control where 0% means no effect; nearly all actives have a fitted effect of over 65% in size
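Luminescent ARE reporter assay in AREc32_Fluc cells: overnight plating at 37 deg C, 24 hr compound incubation, Steady-Glo added, 30 min RT before reading.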
ATXN2 expr inh: reduces ATXN2 reporter expression in HEK-293 cells; Potency, µM (series often up to 57 µM), without a hit: top-dose activity change, negative = inhibition, most hits filed as inhibitors; AID 1745845; 0.72% of 360,000 active; HEK-293 ATXN2-luciferase reporter, luminescence, 24 h; also: % is scaled to controls: 0 for no effect and ±100 for the full control effect; nearly all actives have a fitted effect of over 55% in size
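ATXN2-luciferase reporter cells (luciferase flanked by upstream and downstream ATXN2 gene portions) were treated 24 h at 37 °C with compounds at up to 57 uM. SteadyGlo luminescence gave expression; GF-AFC fluorescence gave viability.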
S2 tox: cell viability loss in ATXN counter-screen. Potency, µM (series often up to 56.7 µM), most hits filed as cytotoxic. 0.49% of 400,000 active. AID 651635. S2 cells (HEK-293 line with an ATXN2-luciferase reporter) viability, CellTiter-Fluor protease fluorescence, 24 h; also: nearly all actives have a fitted effect of over 40% in size
EPAC2 antagonist: antagonists of human EPAC2. EPAC2 GEF exchange of Rap1B-BODIPY-GDP, fluorescence. Potency, µM (doses to about 114 µM), without a hit: top-dose activity, negative = inhibition, hits mostly inhibitors. 0.18% of 360,000 active. AID 720708. Q8WZA2; also: % is scaled to controls: 0 for no effect and ±100 for the full control effect; nearly all actives have a fitted effect of over 45% in size; many of its hits are not listed in these tables
Target sequence (Q8WZA2 whole entry, looked up): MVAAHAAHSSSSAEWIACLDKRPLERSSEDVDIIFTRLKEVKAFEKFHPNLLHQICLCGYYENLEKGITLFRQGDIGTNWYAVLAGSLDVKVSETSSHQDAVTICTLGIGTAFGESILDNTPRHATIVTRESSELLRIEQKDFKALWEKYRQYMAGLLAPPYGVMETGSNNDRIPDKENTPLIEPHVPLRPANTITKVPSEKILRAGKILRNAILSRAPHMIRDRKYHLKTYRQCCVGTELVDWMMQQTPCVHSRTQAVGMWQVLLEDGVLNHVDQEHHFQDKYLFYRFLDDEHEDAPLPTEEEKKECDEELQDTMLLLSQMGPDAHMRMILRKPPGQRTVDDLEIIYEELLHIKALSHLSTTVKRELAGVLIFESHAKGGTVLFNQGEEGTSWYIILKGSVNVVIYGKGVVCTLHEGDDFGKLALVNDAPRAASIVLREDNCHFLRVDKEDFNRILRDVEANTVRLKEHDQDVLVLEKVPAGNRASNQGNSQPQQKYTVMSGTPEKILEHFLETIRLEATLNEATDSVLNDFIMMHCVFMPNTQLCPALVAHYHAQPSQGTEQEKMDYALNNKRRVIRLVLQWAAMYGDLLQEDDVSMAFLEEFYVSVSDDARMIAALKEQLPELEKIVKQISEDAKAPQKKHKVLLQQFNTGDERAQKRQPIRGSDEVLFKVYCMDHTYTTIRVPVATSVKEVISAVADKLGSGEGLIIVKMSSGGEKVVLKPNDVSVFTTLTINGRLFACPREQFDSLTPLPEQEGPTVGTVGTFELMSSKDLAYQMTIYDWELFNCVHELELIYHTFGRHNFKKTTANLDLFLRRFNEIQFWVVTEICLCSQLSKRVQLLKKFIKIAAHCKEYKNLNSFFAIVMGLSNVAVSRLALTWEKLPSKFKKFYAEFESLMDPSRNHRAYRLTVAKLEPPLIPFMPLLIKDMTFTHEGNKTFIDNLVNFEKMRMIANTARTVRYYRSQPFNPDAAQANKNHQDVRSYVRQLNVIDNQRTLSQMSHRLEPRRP
* marks the source's active call; other numbers are inactive results; i = inactive; ? = inconclusive; . = not tested or not shown; [ ] = dose if it differs, or a comment. Calls follow the shape of the dose curve; as a rule, active = well fitted curve in the direction sought with a large enough effect; inconclusive = small, poorly fitted or top-dose-only effect, or another doubt; inactive = no such curve, though single readings can be large; an effect the other way counts as inactive or inconclusive. Potency is read from the fitted curve at half-maximal effect. Only part of the results is shown; the hit share may differ from the screen's.

[1] CCOc1ccccc1C(=O)NN1C(=O)CCC1=O
[2] COc1ccc(CCN(C)C2CCCN(C(=O)CCC(F)(F)F)C2)cc1OC (configuration not stated)
[3] O=S(=O)(N1CCCCC1)N1CCN(c2cc(Cl)ccc2Cl)CC1
[4] Cc1ccccc1-n1c(N)c(C(=O)Nc2ccc(F)cc2)sc1=S
[5] COC(=O)c1[nH]c2ccc(Cl)cc2c1NC(=O)CN1CCc2cc(OC)c(OC)cc2C1
[6] CC(=O)c1cccc(NC(=O)Cn2nc(-c3ccc(Cl)cc3)ccc2=O)c1
[7] O=C(c1ccc(F)cc1)N1c2ncnn2C2(CCCCC2)[C@@H]2CCCC[C@@H]21
[8] CCCNC(=O)c1n[nH]c(=O)c2ccccc12

assay / entry	1	2	3	4	5	6	7	8
MCF10A rereplic	0%	3%	18%	-5%	?	0.58µM*	.	2%
A549 tox	1%	1%	-3%	17%	-19%	1%	0%	-4%
TGFb inhibitor	-1%	10%	?	-9%	?	-3%	-8%	24%
Nrf2 block	9%	-1%	-4%	3%	?	-16%	-14%	6%
HepG2 tox	1%	17%	-7%	-6%	-27%	-44%	-2%	-2%
Nrf2 ARE act	7.4%	0.6%	0.0%	2.6%	0.3%	-0.3%	0.2%	-0.3%
ATXN2 expr inh	-5%	-6%	-13%	-6%	-8%	-1%	-16%	-7%
S2 tox	i	?	i	i	i	i	i	i
EPAC2 antagonist	16%	11%	-11%	-21%	0%[57.1 µM]	0%	.	3%

Record cards, as listed above.
O=S(=O)(N1CCCCC1)N1CCN(c2cc(Cl)ccc2Cl)CC1 is entered as MCF10A rereplic = 18%; A549 tox = -3%; TGFb inhibitor = ?; Nrf2 block = -4%; HepG2 tox = -7%; Nrf2 ARE act = 0.0%; ATXN2 expr inh = -13%; S2 tox = i; EPAC2 antagonist = -11%
CCOc1ccccc1C(=O)NN1C(=O)CCC1=O is entered as MCF10A rereplic = 0%; A549 tox = 1%; TGFb inhibitor = -1%; Nrf2 block = 9%; HepG2 tox = 1%; Nrf2 ARE act = 7.4%; ATXN2 expr inh = -5%; S2 tox = i; EPAC2 antagonist = 16%

(cont.)
[9] Cc1cccc(NC(=O)CSc2nnc(NC(=O)CN3CCOCC3)s2)c1
[10] COc1ccccc1CNC(=O)CCc1c(C)c2ccc(OC)c(C)c2oc1=O
[11] COC(=O)Nc1nnc(-c2ccncc2)s1
[12] Cc1cc(NCCCn2ccnc2)n2ncc(-c3ccc(Cl)cc3)c2n1
[13] CC(C)NCc1c(O)c(Br)cc2oc3c(c12)CCCC3
[14] COc1cccc(NC(=O)CSc2nnc3c(n2)[nH]c2ccc(C)cc23)c1
[15] O=c1cc(-c2ccccc2)nc(Cc2c(Cl)cccc2Cl)[nH]1
[16] CCOC(=O)CN1C(=O)N[C@@H](CCc2ccccc2)[C@H](C(=O)OC)[C@H]1C

assay / entry	9	10	11	12	13	14	15	16
MCF10A rereplic	-15%	.	-1%	-8%	10%	?	3%	-1%
A549 tox	-6%	-1%	6%	1%[1.84 µM]	4%	3%	-1%	5%
TGFb inhibitor	18%	8%	-1%	?	2%	11%	0%	-9%
Nrf2 block	.	-15%	?	?	-16%	5%	-2%	0%
HepG2 tox	19%	3%	-36%	-51%	-20%	7%	3%	-11%
Nrf2 ARE act	0.0%	-0.5%	0.3%	7.5%	-0.4%	-0.2%	-0.7%	0.1%
ATXN2 expr inh	-3%	-8%	8%	20%	-10%	-2%	7%	-14%
S2 tox	i	i	i	?	i	i	i	i
EPAC2 antagonist	9%	.	-4%	-3%	-3%	-12%	2%	0%

[17] CCOc1ccc(NC(=O)COc2ccc(-n3cnnn3)cc2)cc1
[18] CCC(C)NC(=O)Cn1nc([N+](=O)[O-])c(Cl)c1C (configuration not stated)
[19] CCOC(=O)[C@@H]1[C@H]2COc3cc(OC)ccc3[C@H]2N2C(=O)N(c3cccc(F)c3)C(=O)[C@@]12C
[20] CSc1nc(C)cc(C)c1C#N
[21] CC(=O)Nc1ccc2c(c1)nc1n2CCN(C(C)c2ccccc2)C1 (configuration not stated)
[22] CCOC(=O)Cc1csc(NC(=O)CC(C)(C)CC(=O)O)n1
[23] C=CCOc1nc2c(c(=O)n(Cc3ccc(Cl)c(Cl)c3)c(=O)n2C)n1C
[24] Cc1ccc(/C=C/C(=O)Nc2cccc(S(=O)(=O)N3CCOCC3)c2)o1

assay / entry	17	18	19	20	21	22	23	24
MCF10A rereplic	-2%	0%	6%	1%	25%	0%	?	-3%
A549 tox	0%	7%	-5%	3%	4%	1%	8%	3%
TGFb inhibitor	6%	-1%	-6%	0%	18%	0%	2%	0%
Nrf2 block	-5%	4%	?	.	8%	6%	-15%	19%
HepG2 tox	3%	-2%	12%	2%	1%	-47%	4%	-6%
Nrf2 ARE act	-0.5%	0.7%	-1.3%	0.1%	2.5%	-0.6%	-0.2%	27%
ATXN2 expr inh	0%	-26%	-6%	15%	-1%	-11%	-4%	5%
S2 tox	i	i	i	i	i	i	i	i
EPAC2 antagonist	1%	-8%	-6%	15%	12%	8%	-1%	11%

[25] O=C(Nc1cccc(-c2nc3cccnc3s2)c1)c1ccco1
[26] Cc1ccc(C)c(NC(=S)N2CCN(S(C)(=O)=O)CC2)c1
[27] Cc1ccc(NC(=O)COC(=O)CCc2c[nH]c3ccccc23)cc1
[28] CCOc1ccc(CNC(=O)CCCn2ccc3cc(S(=O)(=O)N4CCCC4)ccc32)cc1
[29] CC(SCC(=O)Nc1ccccc1Br)c1nc2ccccc2c(=O)[nH]1 (configuration not stated)
[30] c1ccc(C2CCCN(Cc3nc(CC4CC4)no3)CC2)cc1 (configuration not stated)
[31] COc1cccc(C(=O)Nc2nc3c(s2)CCCC3)c1
[32] CCN(CC)S(=O)(=O)c1ccc(N2CCOCC2)c(NC(=O)C(C)(C)C)c1

assay / entry	25	26	27	28	29	30	31	32
MCF10A rereplic	?	4%	.	?	8%	-3%	.	-2%
A549 tox	-3%	-2%	.	1%	1%	9%	-9%	5%
TGFb inhibitor	0%	-3%	-16%	?	4%	-3%	?	10%
Nrf2 block	-15%	-6%	.	3%	?	?	?	8%
HepG2 tox	0%	-4%	-7%	-36%	-64%	-54%	-29%	17%
Nrf2 ARE act	?	-0.7%	-1.1%	6.4%	0.3%	4.9%	0.5%	3.4%
ATXN2 expr inh	28%	5%	.	.	-10%	12%	.	.
S2 tox	i	i	?	?	i	i	.	i
EPAC2 antagonist	-4%	1%	-8%	-4%	6%	-9%	.	-4%

[33] COCCNC(=O)C1(C)CCN(C(=O)c2cc(C)nn2C(C)(C)C)C1 (configuration not stated)
[34] Cc1nn(Cc2ccccc2)c2c1C(c1cccnc1)C(C#N)=C(N)O2 (configuration not stated)
[35] CC(c1nc2ccccc2c(=O)[nH]1)N1CCN(S(=O)(=O)c2ccc(F)c(Cl)c2)CC1 (configuration not stated)
[36] COc1ccc(C(=O)Nc2nc(-c3nnn(-c4ccc(F)cc4F)c3C)ns2)cc1
[37] CCOC(=O)CSc1nnc(CNC(=O)c2ccc(S(=O)(=O)N3CCCC3)cc2)n1C
[38] CC(=O)c1ccc(S(=O)(=O)N2CCN(C(=O)CSc3ccc(F)cc3)CC2)cc1
[39] COc1cccc(-c2cc(-c3cccnc3)c(C#N)c(N)n2)c1
[40] COc1cc(C(=O)Nc2ccc3c(c2)OCCO3)c(-n2cnnn2)cc1OC

assay / entry	33	34	35	36	37	38	39	40
MCF10A rereplic	.	?	.	.	11%	1%	-12%	835%[0.0737 µM]
A549 tox	.	-13%	.	-28%	1%	0%	2%	0%
TGFb inhibitor	12%	-2%	-24%	?	10%	-24%	11%	-6%
Nrf2 block	.	-21%	.	0%	-21%	-11%	1%	-12%
HepG2 tox	-2%	-13%	-5%	-36%	-12%	-15%	-6%	5%
Nrf2 ARE act	-0.8%	18%	-0.5%	5.5%	-0.8%	0.0%	0.7%	2.3%
ATXN2 expr inh	12%	3%	.	11µM*	3%	-7%	14%	8%
S2 tox	i	i	?	?	i	i	i	i
EPAC2 antagonist	1%	-8%	5%	.	-1%	-13%	5%	9%

[41] COc1ccc(NCc2nc3ccccc3n2CCOc2ccccc2)cc1
[42] O=C(O/N=C1/CCCc2occc21)c1ccccc1
[43] COc1ccc(-c2nc3cccc(C)n3c2NCc2ccco2)cc1OC
[44] Cc1cccc(C)c1OCC(=O)NCC1CCCO1 (configuration not stated)
[45] Cc1ccc(NC(=O)C2CCCN(S(=O)(=O)c3ccc(F)cc3)C2)cc1 (configuration not stated)
[46] N#CC1=C(N)C(C#N)(C#N)[C@H](c2ccsc2)[C@H]2COCC=C12
[47] COc1cc(/C=N\NC(=O)OC(C)(C)C)ccc1OC(=O)c1ccco1
[48] CC1(C)C2C(Cl)(Cl)C2(C)c2ccccc2N1C=O (configuration not stated)
[49] COc1cccc(OCC(=O)NNC(=O)c2cccs2)c1

assay / entry	41	42	43	44	45	46	47	48	49
MCF10A rereplic	?	0%	19%	0%	.	16%	-14%	-2%	-1%
A549 tox	10%	-3%	2%	21%	-2%	-2%	1%	5%	0%
TGFb inhibitor	-18%	4%	-22%	-1%	?	34%[activator]	18%	-4%	3%
Nrf2 block	19%	.	14%	-14%	-26%	.	15%	22%	-19%
HepG2 tox	-6%	4%	-25%	-33%	-12%	-8%	16%	-69%	2%
Nrf2 ARE act	8.0%	18%	8.6%	0.4%	-0.4%	16%	2.3%	-0.3%	-0.7%
ATXN2 expr inh	71%[activator]	2%	14%	-7%	-19%	-1%	-18%[11.3 µM]	18%	-6%
S2 tox	i	?	?	i	i	i	i	i	i
EPAC2 antagonist	-12%	-3%	9%	10%	.	-4%	-11%	3%	10%
